# Screening data: PubChem, National Center for Advancing Translational Sciences (NCATS)
# TDP1 cell noCPT = qHTS for Inhibitors of human tyrosyl-DNA phosphodiesterase 1 (TDP1): qHTS in cells in absence of CPT | DT40 Tdp1-/- hTDP1 cells, no CPT, ATP luminescence, 48 h | Potency, µM (highest dose often 46.2 µM), inactives show at the highest dose activity change, negative = growth inhibition, most hits filed as inhibitors | 420,000 compounds, 15% hits; also: nearly all actives have a fitted effect of over 55% in size
#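 Chicken DT40 Tdp1-/- cells stably complemented with human TDP1 were seeded at 400 cells/well with DMSO in place of 20 nM camptothecin. After compound pinning, cells grew at least 48 hr at 37 °C; viability read by CellTiter-Glo luminescence.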
# GCN5L2 inh = blocks human GCN5L2 histone acetyltransferase; 390,000 compounds, 0.21% hits; Potency, µM (top dose mostly 58.9 µM), without a hit: at the highest dose activity change, negative = inhibition, most hits filed as inhibitors; GCN5L2 HAT assay, ThioGlo1 CoA-SH fluorescence; Q92830; AID 504327
# Target sequence (Q92830 whole entry, looked up): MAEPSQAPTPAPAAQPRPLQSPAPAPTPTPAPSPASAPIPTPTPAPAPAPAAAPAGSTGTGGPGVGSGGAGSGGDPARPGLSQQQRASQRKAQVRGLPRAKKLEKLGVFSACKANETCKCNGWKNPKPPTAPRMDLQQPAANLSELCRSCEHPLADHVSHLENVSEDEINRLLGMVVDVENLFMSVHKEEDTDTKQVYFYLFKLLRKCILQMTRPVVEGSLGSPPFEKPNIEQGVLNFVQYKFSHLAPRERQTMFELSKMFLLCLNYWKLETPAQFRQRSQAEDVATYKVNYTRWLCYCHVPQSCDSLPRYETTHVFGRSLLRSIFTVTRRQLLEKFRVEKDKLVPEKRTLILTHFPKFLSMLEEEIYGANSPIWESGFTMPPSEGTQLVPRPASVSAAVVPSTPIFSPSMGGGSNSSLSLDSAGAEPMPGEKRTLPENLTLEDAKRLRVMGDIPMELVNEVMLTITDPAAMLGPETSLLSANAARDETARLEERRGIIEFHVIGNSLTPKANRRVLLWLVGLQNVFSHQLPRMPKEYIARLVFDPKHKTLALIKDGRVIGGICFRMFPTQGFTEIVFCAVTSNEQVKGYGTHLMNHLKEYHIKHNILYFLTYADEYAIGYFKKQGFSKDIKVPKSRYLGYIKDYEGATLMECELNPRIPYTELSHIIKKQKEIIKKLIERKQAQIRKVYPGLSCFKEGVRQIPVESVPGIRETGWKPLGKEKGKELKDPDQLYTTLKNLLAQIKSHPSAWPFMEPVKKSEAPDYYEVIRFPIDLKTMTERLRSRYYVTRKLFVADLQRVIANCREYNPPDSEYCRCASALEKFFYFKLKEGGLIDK
#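 Titration-based screen in which CoA formation is detected via maleimide probe ThioGlo1 (50uM) turning fluorescent on thiol reaction; substrates H3(1-25) 75uM and acetyl-CoA 70uM, GCN5L2 20nM, 20 min incubation at room temperature.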
# TDP1 cell CPT = DT40-hTDP1 cell growth loss with CPT; 420,000 compounds, 12% hits; AID 686979; chicken DT40 Tdp1-/-;hTDP1 cells + 20 nM CPT, ATP luminescence, 48 h; Potency, µM (top dose mostly 46.2 µM), inactives show top-dose activity change, negative = growth inhibition, most hits filed as inhibitors; also: nearly all actives have a fitted effect of over 55% in size
#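 Chicken DT40 Tdp1-/- cells stably complemented with human TDP1 were seeded at 400 cells/well in medium containing 20 nM camptothecin, exposed to pin-transferred compounds, and grown at 37 °C for at least 48 hr. Viability was read as ATP luminescence.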
# Numbers without * were called inactive; u = inconclusive; x = no result given; & = joins results of further samples; [ ] = another dose, or the depositor's remark. Calls follow the shape of the dose curve; as a rule, active = well fitted curve in the direction sought with a large enough effect; inconclusive = small, poorly fitted or top-dose-only effect, or another doubt; inactive = no such curve, though single readings can be large; an effect the other way counts as inactive or inconclusive. % is scaled to controls: 0 for no effect and ±100 for the full control effect; potency is read from the fitted curve at half-maximal effect. An excerpt, so the mix of outcomes need not match the whole.
SMILES,TDP1 cell noCPT,GCN5L2 inh,TDP1 cell CPT
Cc1ccccc1-c1ccc(=O)n(CC(=O)Nc2ccc(N3CCOCC3)cc2)n1,-3%,-7%,-14%
CCCCCN(C(=O)NC(=O)Nn1cnnc1)S(C)(=O)=O,-3%,-6%,8%
COc1ccc(C)cc1NC(=O)C1CC(=O)N(CCc2ccccc2)C1 (centres undefined),14%,-10%,-2%
N#Cc1c(=O)c2nc(NCc3ccccc3)ncc2n2ccccc12,-10%,-5%,-3%
O=C(CSc1nnc(-c2ccncc2)o1)Nc1ccc(F)c(F)c1,3%,3%,0%
Cc1ccc2nc(C(=O)N3CCCC(Nc4ccc(F)cc4)C3)cn2c1 (centres undefined),-6%,-3%,-20%
COc1ccc(CC(O)CO)cc1OCc1ccccc1 (centres undefined),-13%,x,10%
O=[N+]([O-])c1ccc(Nc2ccccc2O)c([N+](=O)[O-])c1,u,x,u
NS(=O)(=O)c1ccc(NC(=O)c2ccc(F)cc2F)c(NC(=O)c2ccc(F)cc2F)c1,-18%,0%,-2%
O=C(CNC(=O)c1ccccc1Cl)Nc1ccc(F)cc1,-13%,13%,u
COCCOn1c(SCCOC)nc2ccccc2c1=O,7%,2%,0%
Cc1ccc(N(CC(=O)NCC2CCCO2)S(=O)(=O)c2ccccc2)c(C)c1 (centres undefined),-9%,2%,-12%
O=C(Cn1cnc2scc(-c3ccccc3)c2c1=O)NCc1ccco1,u,-8%,-18%
C[C@@H]1CCCCO[C@H](CN(C)C(=O)Nc2ccccc2)[C@@H](C)CN([C@H](C)CO)C(=O)c2cc(NS(=O)(=O)c3cn(C)cn3)ccc2O1,-4%,x,4%
Nc1ncc2c(n1)-c1ccccc1CC2,u,-3%,0%
CNC(=O)c1ccc(Nc2nnc(-c3ccc(C)c(S(N)(=O)=O)c3)c3ccccc23)cc1,14%,-4%,-6%
N#Cc1cccc(C(=O)C(=O)N2CCC(c3ccccc3)CC2)c1,u,x,-27%
COc1ccc(C(=O)COc2ccc(F)cc2)c(O)c1C,-25%,-4%,4%
Cc1nn(-c2ccccc2)c(N)c1N=Nc1cccnc1,u,3%,u
COc1ccc(Cl)cc1S(=O)(=O)NC(C)c1cnn(-c2ccccn2)c1C (centres undefined),u,x,-25%
CC(=O)c1sc(NC(=O)c2oc3ccc(F)cc3c2C)nc1C,-16%,-3%,-16%
Cc1ccc2nc(COc3ccccc3NC(=O)c3ccccc3C)cc(=O)n2c1,u,-6%,-19%
COc1cc(NC(=O)c2cccnc2Sc2ccc(Cl)cc2)cc(OC)c1OC,u,3%,u
CC(=O)Nc1nc(C)nc(C)c1C(C)=O,2%,-13%,3%
O=C(NCCS(=O)(=O)N1CCN(c2ccccc2)CC1)c1cccc(F)c1,u,u,-2%

# Part of the list above, with each value named.
> Cc1nn(-c2ccccc2)c(N)c1N=Nc1cccnc1
  TDP1 cell noCPT = u	GCN5L2 inh = 3%	TDP1 cell CPT = u
> Cc1ccccc1-c1ccc(=O)n(CC(=O)Nc2ccc(N3CCOCC3)cc2)n1
  TDP1 cell noCPT = -3%	GCN5L2 inh = -7%	TDP1 cell CPT = -14%

# Back to the main list, starting 3 compounds before the break.
SMILES,TDP1 cell noCPT,GCN5L2 inh,TDP1 cell CPT
COc1cc(NC(=O)c2cccnc2Sc2ccc(Cl)cc2)cc(OC)c1OC,u,3%,u
CC(=O)Nc1nc(C)nc(C)c1C(C)=O,2%,-13%,3%
O=C(NCCS(=O)(=O)N1CCN(c2ccccc2)CC1)c1cccc(F)c1,u,u,-2%
CCOC(=O)C1CCCN(S(=O)(=O)c2cc3c(cc2Cl)NC(=O)CO3)C1 (centres undefined),-24%,-2%,-14%
Nc1nnc(SCC(=O)NNC(=O)c2ccc(F)cc2)s1,-2%,0%,6%
CCOC(=O)c1c(NC(=O)CSc2ncn[nH]2)sc(C(=O)N(C)C)c1C,3%,-2%,0%
CC(C)N(C(=O)CSc1nnc(NC(=O)Cc2cccs2)s1)C(C)C,-2%,-12%,-21%
CCN(CC)CCN1C(=O)c2ccccc2NC1c1cc(OC)c(OC)c(OC)c1 (centres undefined),1%,-5%,-13%
CC(C)c1ccc(NC(=O)C2CCCCC2C(=O)O)cc1 (centres undefined),u,-2%,0%
CCOC(=O)C1=CN(Cc2ccco2)S(=O)(=O)N(C)C1c1ccccc1 (centres undefined),u,-8%,u
CCc1c(C)sc2c1CCN(C(=O)Nc1cc(OC)c(OC)c(OC)c1)C2c1ccccc1 (centres undefined),u,-5%,u
CC(C)(CO)NCc1ccccc1OCC(=O)Nc1ccccc1,-13%,-2%,-4%
CCc1ccc(NC(=S)NCc2cccnc2)cc1,-19%,-5%,-4%
Cc1cc(C)c2nc(N3CCCC(C(=O)NCc4cccc(Cl)c4)C3)sc2c1 (centres undefined),u,-3%,u
CCn1ccnc1CNC(=O)c1ccc2oc(CCCc3ccccc3)nc2c1,-22%,-1%,u
CCc1nc2c(cnn2-c2ccc(C)cc2)c(=O)n1Cc1ccccc1,u,-8%,u
Cc1ccc(S(=O)(=O)N2CCOCC2)cc1NC(=O)COC(=O)c1cc(=O)c2ccccc2o1,-3%,-2%,19%
CCN(CC)CCN1C(=O)C(=O)/C(=C(/O)c2ccccc2)C1c1ccccc1F (centres undefined),-7%,0%,7%
O=C(CCSCCc1ccccn1)Nc1cccc([N+](=O)[O-])c1,-20%,-2%,-4%
O=C(Nc1cccc(C(=O)NC2CC2)c1)c1ccc(F)c(S(=O)(=O)N2CCOCC2)c1,u,-2%,-23%
O=S1(=O)N[C@@H](Cc2ccccc2)COc2cc(N3CC[C@H](O)C3)ccc21,u,x,10%
CCCn1c(=N)c(S(=O)(=O)c2ccccc2)cc2c(=O)n3cccc(C)c3nc21,-30%,-4%,-28%
CN(C)CCNc1ncnc2ccccc12,-12%,1%,-6%
CCOc1cccc(C2C=C(c3ccc4c(c3)OCO4)NC(c3ccc(Br)cc3)N2)c1O (centres undefined),16µM*,x,u
Cc1cc(C)cc(NC(=S)N2CCN(c3ncc(C(F)(F)F)cc3Cl)CC2)c1,u,-2%,u
O=C(COC(=O)CNS(=O)(=O)c1ccccc1)Nc1ccc(Cl)cn1,-1%,-5%,-1%
Cc1ccc(NC(=O)C2CC(=O)N(Cc3ccccc3)C2)nc1 (centres undefined),-2%,-10%,1%
O=C1CC(c2ccc(S(=O)(=O)NCc3ccccc3)cc2)CN1 (centres undefined),-12%,-3%,-21%
SMILES,TDP1 cell noCPT,GCN5L2 inh,TDP1 cell CPT
CCCCn1nnnc1NCc1cccs1,-14%,u,-6%
CCOC(=O)C1CCCCN1Cc1ccc(F)cc1 (centres undefined),-8%,-13%,1%
Cc1ccc(/C=N/Nc2nc(C(C)(C)C)cs2)o1,u,-5%,-27%
Cc1ncccc1C(=O)N1CCCC(CCC(=O)N2CCN(c3ccccn3)CC2)C1 (centres undefined),-4%,-4%,-13%
O=C(CN1C(=O)CSc2ccc(S(=O)(=O)N3CCOCC3)cc21)N1CCCCC1,4%,-4%,-3%
CC(OC(=O)C1CCN(S(=O)(=O)c2ccc(C(C)(C)C)cc2)CC1)C(=O)N1CCOCC1 (centres undefined),u,1%,u
CC1=NN(C(=S)Nc2ccccc2)C(C)(C)C1,-9%,38%[activator],0%
O=C(NC1CCC(O)CC1)c1cc(Cl)c2c(c1)OCCO2 (centres undefined),-23%,-5%,-9%
CC1(C)CC(=O)c2cc(C(=O)Nc3ccc(Br)cc3)c(=O)[nH]c2C1,-11%,-4%,-19%
O=C(Nc1ccc(S(=O)(=O)Nc2nccs2)cc1)c1cccc(S(=O)(=O)N2CCOCC2)c1,15%,-1%,-3%
Cc1onc(-c2c(F)cccc2Cl)c1-c1nnc(-c2cccc3ccccc23)o1,-16%,-5%,1%
CC12CN(C(=O)c3ccc(Cl)cc3)C3(C#N)CC1CCC23C (centres undefined),u,1%,-12%
CCOC(=O)Cn1c(CN2CCOCC2)nc2c1c(=O)n(C)c(=O)n2C,5%,-3%,-25%
CCOC(=O)C1CCN(C(=O)CSc2ccc(Cl)cc2)CC1,-6%,-4%,-7%
S=C(NCCc1ccc(Cl)cc1)NC1CCCC1,u,-2%,u
Cc1ccc(CSc2nc3c([nH]c4ccccc43)c(=O)n2C)cc1,u,-3%,u
CC(=O)N1CCc2cc3nc(C)cc(C)c3cc21,-26%,-3%,-29%
CCOc1cc2c3c(c1)C1(C(=O)N3C(C)(C)CC2C)C(C#N)=C(N)N2C(=C1C#N)Nc1ccccc12 (centres undefined),u,-12%,u
CCN1C(=O)[C@H]2[C@@H](c3ccc(-c4ccc(Cl)c(Cl)c4)c(OC)c3)N[C@@](C)(C(=O)OC)[C@H]2C1=O,6.5µM*,-18%,4.6µM*
CCOc1ccc(-c2nnc(SCC(=O)NCc3ccc(C)cc3)nc2-c2ccc(OCC)c(OC)c2)cc1OC,u,0%,u
COc1ccc(CNC(=O)COC(=O)CN2C(=O)COc3ccccc32)cc1,-6%,-28%,3%
Nc1ccc2c(c1)C(O)c1ccc(Cl)cc1-2 (centres undefined),-1%,x,9%
O=C(O)c1nn(CC(=O)N(C2CCCCC2)C2CCCCC2)c(=O)c2ccccc12,-1%,-2%,0%
COc1ccccc1C(=O)NCCC(=O)N1CCN(C(C)=O)CC1,-1%,4%,6%
O=C(Nc1ccc(C(=O)N2CCN(c3ccc(Cl)cc3)CC2)cc1)C1=CSCCO1,u,-4%,0%

# Reprinted at random: 2 entries already listed
SMILES,TDP1 cell noCPT,GCN5L2 inh,TDP1 cell CPT
Cc1ccc(CSc2nc3c([nH]c4ccccc43)c(=O)n2C)cc1,u,-3%,u
CCOC(=O)C1CCN(C(=O)CSc2ccc(Cl)cc2)CC1,-6%,-4%,-7%

# One compound at a time (already shown).
# `CCCCn1nnnc1NCc1cccs1` across the screens: TDP1 cell noCPT: -14%; GCN5L2 inh: u; TDP1 cell CPT: -6%
# `Cc1ncccc1C(=O)N1CCCC(CCC(=O)N2CCN(c3ccccn3)CC2)C1` (centres undefined) across the screens: TDP1 cell noCPT: -4%; GCN5L2 inh: -4%; TDP1 cell CPT: -13%

# Further records
SMILES,TDP1 cell noCPT,GCN5L2 inh,TDP1 cell CPT
Cc1ccc(Cl)cc1N1CCN(C(=O)CCC(=O)Nc2ccc3nc(N4CCC(C)CC4)cc(C)c3c2)CC1,13µM*,7%,23µM*
Cn1c(-c2ccsc2)c(-c2cccs2)c2cc(-c3ccc4cc[nH]c4c3)ccc21,u,-3%,u
Cc1cc(C)n(CCC(=O)NCC2Cc3cc(Cl)cc(-c4cnccn4)c3O2)n1 (centres undefined),-16%,x,-6%
CCOC(=O)N1CCN(C(=O)c2ccc3nc(N4CCCCC4)sc3c2)CC1,u,-1%,-21%
Oc1ccccc1-c1nc(/C=C/c2ccccc2)nn1-c1ccccc1,u,0%&-19%,-27%&-28%
O=C(c1ccc([N+](=O)[O-])cc1)N1CCSC1c1ccccc1 (centres undefined),u,30%,u
O=C(/C(=C/O)N=Nc1ccccc1)c1ccncc1,u,-5%,u
CCOC(=O)Cc1csc(NC(=O)/C=C/c2ccc(OC)cc2)n1,21µM*,-16%,10µM*
COc1ccc(OCC(=O)NC(Cc2c[nH]c3ccccc23)C(=O)O)cc1 (centres undefined),-10%,0%,5%
CC(NC(=S)NCCc1ccccc1)C(c1cccs1)N1CCN(Cc2ccccc2)CC1 (centres undefined),u,-4%,16µM*
CCC(=O)Nc1ccc2nc(SCCOc3ccccc3)sc2c1,-23%,-7%,-20%
C/C=C/C=C/C(=O)N1CC[C@]23c4ccccc4N[C@H]4N(C)c5cccc6c5[C@]42CCN([C@H]6C2OC2(C)C)[C@H]13 (some centres undefined),u,-12%,u
CCOc1ccc(OCC(=O)Nc2ccc(S(=O)(=O)Nc3cc(C)on3)cc2)cc1,4%,-1%,2%
CCOc1ccc(-n2nc3ccc(NC(=O)COc4ccccc4)cc3n2)cc1,-3%,1%,11%
CN(CCOc1ccccc1)C(=O)CCc1c[nH]c2ccccc12,u,-4%,-25%
O=C1Cc2cc(S(=O)(=O)Nc3cccc(C(F)(F)F)c3)cc3c2N1CCC3,-14%,-10%,u
O=C(O)/C=C\C(=O)Nc1cccc(C(=O)Nc2cccc(O)c2)c1,-17%,10%,3%
COCCn1c(SCC(=O)Nc2cc(C)on2)nnc1C(C)C,-1%,-1%,9%
COc1ccc(C(=O)/C=C/C(=O)N(CC(=O)NC2CCCCC2)Cc2ccc(F)cc2)c(O)c1,4.6µM*,0%,5.2µM*
CC(Oc1ccc(S(=O)(=O)N2CCCC2)cc1[N+](=O)[O-])C(=O)N(C)c1ccccc1 (centres undefined),-11%,-4%,-10%
